Screening data from PubChem.
SMARCA2 act = SMARCA2 function activation, primary screen | AID 652017 | actives 1% (n = 370,000) | MG213 cells, MMTV-luciferase reporter, dexamethasone, overnight | activation, % at 9.1 µM; in the data active means activation above about 7.8%;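 further: 0% = vehicle wells and 100% = reference activator wells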
MBD2 DNA inh = blocks human MBD2 binding to methylated DNA; inhibition, % at 4.4 µM; TR-FRET, MBD2 binding to methylated oligonucleotide; actives 0.31% (n = 370,000); Q9UBB5; AID 686964; in the data active means inhibition above about 13%
Target sequence (Q9UBB5 whole entry, looked up): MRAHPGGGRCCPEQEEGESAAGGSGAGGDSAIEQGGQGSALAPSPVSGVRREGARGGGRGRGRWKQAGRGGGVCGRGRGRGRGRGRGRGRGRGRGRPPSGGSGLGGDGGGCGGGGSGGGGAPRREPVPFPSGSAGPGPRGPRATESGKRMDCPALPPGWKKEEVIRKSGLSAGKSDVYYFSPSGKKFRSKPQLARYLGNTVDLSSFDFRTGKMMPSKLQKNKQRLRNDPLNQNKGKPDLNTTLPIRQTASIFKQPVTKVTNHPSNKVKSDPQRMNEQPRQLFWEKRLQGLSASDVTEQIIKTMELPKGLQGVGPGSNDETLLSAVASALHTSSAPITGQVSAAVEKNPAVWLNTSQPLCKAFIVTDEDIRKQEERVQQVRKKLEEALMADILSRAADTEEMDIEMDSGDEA
ssDAF-12 act = S. stercoralis DAF-12 activation, primary screen; HEK293 ssDAF-12/GRIP1 lit1-tk-luc reporter, luminescence; % of 3 µM dafachronic acid response; activation, % at 6.8 µM; actives 1% (n = 370,000); AID 652126;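 active means activation above the mean over all tested compounds plus 3 SD, cut at about 0.9% in these data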;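 further: 0% = DMSO-only wells and 100% = 3 µM delta7-dafachronic acid wells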
hcDAF-12 act = H. contortus DAF-12 activation, primary screen | HEK293 hcDAF-12 lit1-tk-luc reporter, luminescence; 0% DMSO, 100% Δ7-dafachronic acid | activation, % at 6.8 µM | actives 1.4% (n = 370,000) | AID 652067;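 active means activation above the mean of all tested compounds plus 3 SD, cut at about 5.5% in these data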;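 further: 100% = response to 3 µM Δ7-dafachronic acid high control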
Rev-erbA mod = modulators of human Rev-erb alpha DNA binding; P20393; Rev-erbα–FITC-DNA binding, fluorescence polarization, 90 min; activity, % at 10 µM; actives 0.79% (n = 370,000); AID 1259318;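 active means activity above about 14%, limit read from the data; passing the limit was not always enough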;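 further: 0% = DMSO wells with 35 nM protein and 100% = DMSO wells with 750 nM protein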
DAX1 inh-1 = inhibitors of DAX1 repression of SF-1 activated StAR promoter; actives 1.1% (n = 370,000); AID 652010; inhibition, % at 6.8 µM; HEK293T StAR-luciferase reporter, SF-1/DAX-1 repression relief;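 active means inhibition above the mean over all tested compounds plus 3 SD, cut at about 3.6% in these data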;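 further: 0% = DAX-1 cells with DMSO and 100% = cells lacking DAX-1 with DMSO; higher inhibition means more luminescence from relief of DAX-1 repression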
PLC-beta3 inh = PLC-beta3 (human) inhibition, primary screen | inhibition, % at 12.2 µM | actives 0.18% (n = 370,000) | Purified PLC-beta3, fluorogenic substrate, fluorescence | Q01970 | AID 720704; in the data active means inhibition above about 11%;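 further: 0% = median of compound wells on plate and 100% = full blocker control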
DAX1 inh-2 = inhibits human nuclear receptor DAX1 | P51843 | HEK293 Gal4-DAX1 luciferase reporter, luminescence | inhibition, % at 6.75 µM | actives 0.99% (n = 340,000) | AID 504766;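 active means inhibition above the mean over all tested compounds plus 3 SD, cut at about 4.2% in these data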;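 further: 0% = DAX1-transfected cells with DMSO and 100% = empty-vector control cells with DMSO; inhibition shows as a rise in luminescence from relieved DAX1 repression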
PLC-gamma1 inh = blocks human PLC-gamma1 enzyme activity. inhibition, % at 12.2 µM. AID 720700. purified PLC-gamma1, fluorogenic substrate, fluorescence. actives 0.84% (n = 370,000). P19174; in the data active means inhibition above about 9.5%
hgDAF12 agonist = activates the H. glycines DAF-12 receptor ligand-binding domain; HEK293 GAL4-hgDAF12 UAS-luciferase reporter, agonist luminescence; normalized to butyrate control; activation, % at 6.8 µM; actives 1.8% (n = 370,000); AID 687014;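 active means activation above a cutoff set at the mean of all screened compounds plus 3 SD, cut at about 10% in these data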;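 further: 0% = DMSO wells and 100% = sodium butyrate wells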
ADAM17 inh = inhibits human ADAM17; P78536; recombinant ADAM17, EDANS/DABCYL FRET peptide cleavage; inhibition, % at 6.95 µM; actives 0.83% (n = 370,000); AID 720648;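 active means inhibition above the mean of compounds lying between control limits plus 3 SD, set per campaign, cut at about 8.5% in these data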;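 further: 0% = DMSO-only wells as the low control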
Target sequence (P78536 215-824 limits assumed): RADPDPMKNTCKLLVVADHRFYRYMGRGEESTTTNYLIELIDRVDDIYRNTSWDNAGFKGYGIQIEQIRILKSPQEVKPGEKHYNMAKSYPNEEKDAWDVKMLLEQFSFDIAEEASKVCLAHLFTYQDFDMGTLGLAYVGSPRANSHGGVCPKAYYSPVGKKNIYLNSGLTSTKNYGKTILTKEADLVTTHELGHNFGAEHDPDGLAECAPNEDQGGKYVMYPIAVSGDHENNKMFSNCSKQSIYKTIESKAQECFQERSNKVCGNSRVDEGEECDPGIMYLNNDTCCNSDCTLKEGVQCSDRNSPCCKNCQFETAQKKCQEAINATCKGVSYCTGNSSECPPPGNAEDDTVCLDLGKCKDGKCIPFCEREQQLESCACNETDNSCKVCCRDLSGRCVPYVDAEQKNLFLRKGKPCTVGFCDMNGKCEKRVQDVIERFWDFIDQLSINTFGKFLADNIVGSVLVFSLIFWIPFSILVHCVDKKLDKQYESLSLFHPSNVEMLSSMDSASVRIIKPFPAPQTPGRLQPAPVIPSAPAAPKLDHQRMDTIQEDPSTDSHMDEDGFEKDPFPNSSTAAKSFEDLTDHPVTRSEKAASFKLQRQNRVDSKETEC
Starred values were filed as active, the others as inactive.

Results for CC1(C)OC(=O)C2=C(C[C@@H](CCC(F)(F)F)O[C@H]2c2ccc(F)cc2)O1 ?
SMARCA2 act: 8.2*; MBD2 DNA inh: 1; ssDAF-12 act: -0.4; hcDAF-12 act: -0.5; Rev-erbA mod: 8; DAX1 inh-1: -1.3; PLC-beta3 inh: 3; PLC-gamma1 inh: -1; hgDAF12 agonist: -0.6; ADAM17 inh: 1

How did Cc1ccccc1CNC(=O)C1C2C=CC3(CN(Cc4ccccc4)C(=O)C13)O2 (stereo not given) do in these assays?
SMARCA2 act: -6; MBD2 DNA inh: 4; ssDAF-12 act: -1.4; hcDAF-12 act: 1.4; Rev-erbA mod: -6; DAX1 inh-1: 0.4; PLC-beta3 inh: -2; PLC-gamma1 inh: -1; hgDAF12 agonist: 1.3; ADAM17 inh: -5

How did CCOC(=O)CN1C(=O)S/C(=C\c2ccc(-c3ccc(C(=O)O)c(Cl)c3)o2)C1=O do in these assays?
SMARCA2 act: -2; MBD2 DNA inh: 4; ssDAF-12 act: -0.9; hcDAF-12 act: -2.2; Rev-erbA mod: -3; DAX1 inh-1: 0.0; PLC-beta3 inh: -19; DAX1 inh-2: -1.1; PLC-gamma1 inh: -10; hgDAF12 agonist: -1.4; ADAM17 inh: -3

What do the screens show for `CCN(CC(=O)Nc1c(F)cccc1F)C(=O)/C=C/c1ccc(C)o1`?
SMARCA2 act: 0; MBD2 DNA inh: -2; ssDAF-12 act: -1.3; hcDAF-12 act: -0.2; Rev-erbA mod: 5; DAX1 inh-1: 1.2; PLC-beta3 inh: 1; DAX1 inh-2: 0.7; PLC-gamma1 inh: -1; hgDAF12 agonist: 0.4; ADAM17 inh: -1

What do the screens show for `COc1cccc(NC(=O)N2CCCC2)c1`?
SMARCA2 act: 1; MBD2 DNA inh: -1; ssDAF-12 act: -0.6; hcDAF-12 act: 0.8; Rev-erbA mod: -4; DAX1 inh-1: 0.2; PLC-beta3 inh: 2; DAX1 inh-2: 1.3; PLC-gamma1 inh: 1; hgDAF12 agonist: 4.5; ADAM17 inh: 2

What do the screens show for `Cc1ccc(C(=O)NCc2ccco2)cc1S(=O)(=O)N1CCCCC1`?
SMARCA2 act: -2; MBD2 DNA inh: 3; ssDAF-12 act: -0.9; hcDAF-12 act: -3.3; Rev-erbA mod: 0; DAX1 inh-1: -0.3; PLC-beta3 inh: -8; DAX1 inh-2: 0.8; PLC-gamma1 inh: -5; hgDAF12 agonist: -0.9; ADAM17 inh: -1

Results for CNS(=O)(=O)c1c(C)cc(C)c(N(C)S(=O)(=O)c2ccccc2)c1C ?
SMARCA2 act: -2; MBD2 DNA inh: 0; ssDAF-12 act: -0.4; hcDAF-12 act: 0.9; Rev-erbA mod: 1; DAX1 inh-1: -0.7; PLC-beta3 inh: 6; DAX1 inh-2: 0.8; PLC-gamma1 inh: 1; hgDAF12 agonist: -2.8; ADAM17 inh: 0

What do the screens show for `CCOc1nc(NC(=O)NS(=O)(=O)c2ccccc2F)nc(-c2ccccc2)n1`?
SMARCA2 act: -2; MBD2 DNA inh: 4; ssDAF-12 act: -0.7; hcDAF-12 act: -1.3; Rev-erbA mod: -6; DAX1 inh-1: -0.1; PLC-beta3 inh: 2; DAX1 inh-2: 0.1; PLC-gamma1 inh: 4; hgDAF12 agonist: 6.4; ADAM17 inh: 0

Results for COC(=O)c1ccc(/C=C2/SC(=S)N(CCC(=O)NCCCN3CCOCC3)C2=O)cc1 ?
SMARCA2 act: 4; MBD2 DNA inh: -2; ssDAF-12 act: -0.7; hcDAF-12 act: -0.1; Rev-erbA mod: 2; DAX1 inh-1: 0.5; PLC-beta3 inh: -15; DAX1 inh-2: -0.8; PLC-gamma1 inh: -5; hgDAF12 agonist: 3.2; ADAM17 inh: -1

What do the screens show for `O=C(CN1CCN(c2ccccc2O)CC1)Nc1ccc2c(c1)OCCCO2`?
SMARCA2 act: -1; MBD2 DNA inh: 2; ssDAF-12 act: -0.1; hcDAF-12 act: 0.6; Rev-erbA mod: -3; DAX1 inh-1: -0.6; PLC-beta3 inh: -7; DAX1 inh-2: 0.1; PLC-gamma1 inh: 0; hgDAF12 agonist: 1.6; ADAM17 inh: -6

What do the screens show for `Cc1cc(NC(=O)CSCC(=O)Nc2nc3c(C)cccc3s2)no1`?
SMARCA2 act: -3; MBD2 DNA inh: 3; ssDAF-12 act: -0.7; hcDAF-12 act: 0.2; Rev-erbA mod: -9; DAX1 inh-1: -0.7; PLC-beta3 inh: -16; DAX1 inh-2: -0.9; PLC-gamma1 inh: 0; hgDAF12 agonist: -0.8; ADAM17 inh: -3

How did COCC(=O)Nc1cc(=O)n(C)c(=O)n1C do in these assays?
SMARCA2 act: -3; MBD2 DNA inh: 1; ssDAF-12 act: -1.3; hcDAF-12 act: -0.1; Rev-erbA mod: -3; DAX1 inh-1: 0.6; PLC-beta3 inh: 2; DAX1 inh-2: 1.1; PLC-gamma1 inh: -2; hgDAF12 agonist: 0.5; ADAM17 inh: -4

Results for O=S(=O)(NCCSc1ccccn1)c1ccc(Br)cc1 ?
SMARCA2 act: 0; MBD2 DNA inh: -1; ssDAF-12 act: -0.7; hcDAF-12 act: -0.8; Rev-erbA mod: 6; DAX1 inh-1: -0.1; PLC-beta3 inh: 6; DAX1 inh-2: 0.8; PLC-gamma1 inh: 6; hgDAF12 agonist: 3.1; ADAM17 inh: 2

What do the screens show for `Cc1ccc(S(=O)(=O)CCc2nnc(NC(=O)c3cccs3)s2)cc1`?
SMARCA2 act: 0; MBD2 DNA inh: 2; ssDAF-12 act: 0.0; hcDAF-12 act: -2.9; Rev-erbA mod: 5; DAX1 inh-1: 0.1; PLC-beta3 inh: 2; DAX1 inh-2: -1.4; PLC-gamma1 inh: 1; hgDAF12 agonist: 1.8; ADAM17 inh: -3

Results for CCc1nc(NC(=O)c2sc(C)nc2C)sc1C(=O)OC ?
SMARCA2 act: -4; MBD2 DNA inh: -3; ssDAF-12 act: -1.0; hcDAF-12 act: -1.2; Rev-erbA mod: 0; DAX1 inh-1: -0.3; PLC-beta3 inh: -27; DAX1 inh-2: -0.4; PLC-gamma1 inh: -12; hgDAF12 agonist: -0.9; ADAM17 inh: -3

What do the screens show for `COc1ccc(C2NC(c3ccc(OC)cc3)C(c3ccccc3)C(=O)C2c2ccccc2)cc1` (stereo not given)?
SMARCA2 act: -3; MBD2 DNA inh: 3; ssDAF-12 act: -1.4; hcDAF-12 act: -2.6; Rev-erbA mod: 4; DAX1 inh-1: -0.7; PLC-beta3 inh: -4; DAX1 inh-2: 0.5; PLC-gamma1 inh: -4; hgDAF12 agonist: 1.4; ADAM17 inh: 1

How did O=c1c(C(c2ccccc2)c2c(O)sc3ccccc3c2=O)c(O)sc2ccccc12 do in these assays?
SMARCA2 act: 1; MBD2 DNA inh: -2; ssDAF-12 act: 0.0; hcDAF-12 act: -0.6; Rev-erbA mod: -1; DAX1 inh-1: 0.3; PLC-beta3 inh: -1; DAX1 inh-2: 1.6; PLC-gamma1 inh: 0; hgDAF12 agonist: 2.2; ADAM17 inh: 1

What do the screens show for `Cc1ccc(N(CC(=O)Nc2c(C)n(C)n(-c3ccccc3)c2=O)S(C)(=O)=O)cc1C`?
SMARCA2 act: -2; MBD2 DNA inh: 3; ssDAF-12 act: -1.2; hcDAF-12 act: 1.5; Rev-erbA mod: 0; DAX1 inh-1: 0.5; PLC-beta3 inh: 2; DAX1 inh-2: 1.0; PLC-gamma1 inh: 2; hgDAF12 agonist: -1.1; ADAM17 inh: 1

What do the screens show for `NS(=O)(=O)c1ccc(CNC(=O)Cc2ccccc2F)cc1`?
SMARCA2 act: 0; MBD2 DNA inh: -2; ssDAF-12 act: -1.6; hcDAF-12 act: 1.3; Rev-erbA mod: 3; DAX1 inh-1: -0.9; PLC-beta3 inh: -5; DAX1 inh-2: 2.3; PLC-gamma1 inh: 0; hgDAF12 agonist: 2.9; ADAM17 inh: 0

What do the screens show for `O=C1CC(c2ccc(Cl)cc2)CC(=O)C1CS(=O)(=O)c1ccccc1` (stereo not given)?
SMARCA2 act: -4; MBD2 DNA inh: 1; ssDAF-12 act: -0.6; hcDAF-12 act: -1.7; Rev-erbA mod: -2; DAX1 inh-1: -0.1; PLC-beta3 inh: -4; DAX1 inh-2: 0.2; PLC-gamma1 inh: -4; hgDAF12 agonist: -0.6; ADAM17 inh: -1

How did O=C(Oc1ccccc1C(=O)Oc1ccccc1)c1cccnc1 do in these assays?
SMARCA2 act: -2; MBD2 DNA inh: 0; ssDAF-12 act: -1.1; hcDAF-12 act: 1.6; Rev-erbA mod: 5; DAX1 inh-1: 0.4; PLC-beta3 inh: -9; DAX1 inh-2: 1.2; PLC-gamma1 inh: -1; hgDAF12 agonist: 0.1; ADAM17 inh: -2

What do the screens show for `COc1ccc(-c2nnc(NC(=O)c3cc(C)on3)s2)cc1`?
SMARCA2 act: -3; MBD2 DNA inh: -3; ssDAF-12 act: -0.1; hcDAF-12 act: 0.1; Rev-erbA mod: 4; DAX1 inh-1: 0.1; PLC-beta3 inh: 4; DAX1 inh-2: -0.4; PLC-gamma1 inh: 7; hgDAF12 agonist: 0.5; ADAM17 inh: 5

What do the screens show for `Cn1cc2ccc([N+](=O)[O-])cc2n1`?
SMARCA2 act: -5; MBD2 DNA inh: 4; ssDAF-12 act: 0.4; hcDAF-12 act: 4.0; Rev-erbA mod: 3; DAX1 inh-1: -0.1; PLC-beta3 inh: -5; DAX1 inh-2: -0.9; PLC-gamma1 inh: 6; hgDAF12 agonist: 2.6; ADAM17 inh: -6

How did Cc1ccc(N/C(SCc2ccccc2C)=C(/C#N)C(=O)NCc2ccco2)cc1C do in these assays?
SMARCA2 act: -1; MBD2 DNA inh: 9; ssDAF-12 act: -1.6; hcDAF-12 act: -1.6; Rev-erbA mod: -1; DAX1 inh-1: -0.5; PLC-beta3 inh: -12; DAX1 inh-2: -0.7; PLC-gamma1 inh: -3; hgDAF12 agonist: 0.7; ADAM17 inh: 2

How did O=C(CN(C(=O)C1CSC(=O)C1)c1ccc(F)cc1)NCc1ccc2c(c1)OCO2 (stereo not given) do in these assays?
SMARCA2 act: 4; MBD2 DNA inh: -3; ssDAF-12 act: -1.0; hcDAF-12 act: -2.4; Rev-erbA mod: -6; DAX1 inh-1: -0.1; PLC-beta3 inh: -3; DAX1 inh-2: -0.6; PLC-gamma1 inh: 2; hgDAF12 agonist: -0.8; ADAM17 inh: 3

Results for CCc1cc(C(=O)c2ccc(OC)cc2)c(N)s1 ?
SMARCA2 act: 1; MBD2 DNA inh: -8; ssDAF-12 act: -0.3; hcDAF-12 act: 0.5; Rev-erbA mod: -6; DAX1 inh-1: -0.8; PLC-beta3 inh: -6; PLC-gamma1 inh: -2; hgDAF12 agonist: -0.1; ADAM17 inh: 3

How did COc1ccc(OCC(=O)NNC(=S)NC(=O)C2CCCCC2)cc1 do in these assays?
SMARCA2 act: 0; MBD2 DNA inh: -8; ssDAF-12 act: -0.7; hcDAF-12 act: -0.1; Rev-erbA mod: -6; DAX1 inh-1: -2.1; PLC-beta3 inh: -6; DAX1 inh-2: 1.1; PLC-gamma1 inh: -1; hgDAF12 agonist: 1.7; ADAM17 inh: -3
